Screening data (PubChem BioAssay)
CHRM1 antagonist = blocks human M1 muscarinic receptor | P11229 | CHO-K1 hM1, Fluo-8 calcium fluorescence, ACh EC80 antagonist | inhibition, % at 3 µM | 1.3% of 360,000 active | AID 588852;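 active = percent inhibition above its own plate's cutoff, namely the mean of that plate's compound wells plus 3 SD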;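 also: peak over basal fluorescence ratio during 140 s after agonist addition; 0% = ACh EC80 plus DMSO and 100% = DMSO alone without agonist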
OXTR potentiate = potentiates the human oxytocin receptor response; P30559; 0.061% of 320,000 active; CHO-OTR cells, Fluo-8 calcium fluorescence, potentiator mode; 0% = oxytocin EC15, 100% = EC100; activation, % at 3 µM;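 active = activation above that plate's cutoff, the mean activation of tested compounds plus 3 SD, cut at about 6.6% in these data, passing the limit was not always enough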;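 also: 100% uses oxytocin at 75 nM as the full agonist control; some results filed as inactive read as strong as hits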
Target sequence (P30559 whole entry, looked up): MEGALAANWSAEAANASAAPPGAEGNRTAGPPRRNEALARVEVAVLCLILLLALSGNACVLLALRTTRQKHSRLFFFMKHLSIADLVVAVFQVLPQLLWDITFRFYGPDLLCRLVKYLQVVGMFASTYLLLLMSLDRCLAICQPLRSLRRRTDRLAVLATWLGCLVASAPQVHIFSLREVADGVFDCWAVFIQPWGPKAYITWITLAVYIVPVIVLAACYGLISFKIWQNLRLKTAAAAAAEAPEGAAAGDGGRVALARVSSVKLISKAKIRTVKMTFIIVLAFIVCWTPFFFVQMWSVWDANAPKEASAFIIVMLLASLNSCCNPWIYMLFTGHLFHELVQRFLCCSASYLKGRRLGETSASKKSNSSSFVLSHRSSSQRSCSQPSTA
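Dosing: Single dose, 3.0 µM nominal final compound concentration | Material: Human OTR in CHO cells | Technique: Kinetic Fluo-8 calcium fluorescence | Benchmarks: EC15 oxytocin alone as 0%, 75 nM oxytocin as 100% | Probe or stimulus: Oxytocin at about EC15, sub-maximal agonist stimulus | Incubation: Compound 6 min at room temperature before oxytocin, 100 s read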
CHRM1 agonist = activates human CHRM1 receptor. P11229. CHO-K1 hM1, Fluo-8 calcium fluorescence, agonist mode; 0% DMSO, 100% acetylcholine EC100. activation, % at 3 µM. 0.33% of 360,000 active;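 active = activation above the run's mean compound activation plus 3 SD, cut at about 16% in these data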;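 also: peak over basal fluorescence ratio within a 140 s kinetic read after compound addition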
CHRM4 antagonist = CHRM4 antagonism in calcium assay | CHO-hM4 cells, ACh EC80, Fluo-8 calcium fluorescence | inhibition, % at 3 µM | 0.73% of 360,000 active;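 active = inhibition above its plate's cutoff, the mean inhibition of sample wells plus 3 SD, cut at about 27% in these data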;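 also: 0% = acetylcholine EC80 with DMSO and 100% = DMSO without agonist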
Target sequence (P08173 whole entry, looked up): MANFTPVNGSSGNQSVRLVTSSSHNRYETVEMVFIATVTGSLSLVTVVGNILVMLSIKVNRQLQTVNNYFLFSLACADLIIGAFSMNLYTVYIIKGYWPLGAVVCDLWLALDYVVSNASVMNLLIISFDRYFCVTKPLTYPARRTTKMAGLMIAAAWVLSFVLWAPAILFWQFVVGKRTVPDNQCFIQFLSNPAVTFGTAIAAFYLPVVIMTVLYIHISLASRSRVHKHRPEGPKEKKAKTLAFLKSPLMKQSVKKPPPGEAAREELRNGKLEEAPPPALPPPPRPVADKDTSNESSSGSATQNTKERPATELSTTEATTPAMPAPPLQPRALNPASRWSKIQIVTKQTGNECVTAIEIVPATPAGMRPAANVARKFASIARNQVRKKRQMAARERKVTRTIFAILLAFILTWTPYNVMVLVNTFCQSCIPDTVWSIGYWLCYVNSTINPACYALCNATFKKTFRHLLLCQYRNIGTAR
M4 ag = CHRM4 agonism in calcium assay. CHO-K1 hM4/Gqi5, Fluo-8 calcium fluorescence; vehicle 0%, full acetylcholine response 100%. activation, % at 3 µM. 0.14% of 360,000 active. AID 624127;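 active = activation above the run mean over all test wells plus 3 SD, cut at about 32% in these data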;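 also: peak over basal fluorescence ratio per well then scaled between controls; 0% = DMSO wells and 100% = acetylcholine at EC100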
CHO-K1 Ca antag = nonselective inhibitor or artifact in parental CHO-K1 cells; ATP-induced calcium, Fluo-8 fluorescence; inhibition, % at 3 µM; 0.6% of 360,000 active; AID 602250;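 active = inhibition above a per-plate cutoff, the plate's mean sample inhibition plus 3 SD, cut at about 24% in these data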;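 also: 0% = DMSO plus EC80 ATP and 100% = DMSO alone without ATP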
CHO-K1 Ca ag = nonselective activator or artifact in parental CHO-K1 cells. AID 602248. 0.48% of 360,000 active. Fluo-8 calcium fluorescence; scaled to maximal ATP response, vehicle zero. activation, % at 3 µM; in the data active = activation above about 15%;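 also: untransfected CHO-K1 host cells lacking M1 receptor as counterscreen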
CHRM1 PAM = potentiates human M1 receptor response to acetylcholine | P11229 | CHO-K1 hM1, Fluo-8 calcium fluorescence, ACh EC20; 0% = ACh EC20, 100% = maximal ACh | activation, % at 3 µM | 0.088% of 360,000 active | AID 588819; in the data active = activation above about 19%, passing the limit was not always enough
CHO parental Ca = counter-screen for OX1R antagonists: effect in parental CHO cells; parental CHO-K1, ATP-induced calcium, Fluo-8 fluorescence; 0.63% of 330,000 active; inhibition, % at 5.6 µM;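 active = inhibition above that plate's mean sample inhibition plus 3 SD, cut at about 26% in these data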;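 also: 0% = ATP-challenged DMSO wells and 100% = DMSO wells without ATP; some compounds past the cut are filed as inactive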
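Test system: untransfected parental CHO cell line. Compound: one dose, 5.6 µM nominal. Detection: intracellular calcium via Fluo-8 no-wash fluorescent dye. Measure: % inhibition. Benchmarks: ATP-challenged DMSO wells low, unchallenged DMSO wells high.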
Numbers without * were called inactive; · = no result given. Rows are unselected (roughly 2.9% active in at least one column).

SMILES	CHRM1 antagonist	OXTR potentiate	CHRM1 agonist	CHRM4 antagonist	M4 ag	CHO-K1 Ca antag	CHO-K1 Ca ag	CHRM1 PAM	CHO parental Ca
O=C1C(Oc2ccccc2)C(c2cccs2)N1Cc1ccc2c(c1)OCO2 (stereo unspecified)	11.8	-8.6	-4.3	2.4	1.3	-19.8	1.3	-13.5	23.9
O=C(COC(=O)c1nc(Cl)ccc1Cl)NNC(=O)c1cccs1	4.2	-11.4	-2.1	-7.8	1.0	8.3	-0.1	-1.6	1.8
CSc1ncccc1C(=O)NC(C)CCc1ccccc1 (stereo unspecified)	-7.3	2.5	-2.3	-16.4	1.9	-7.2	0.1	2.3	-13.6
N#CCCn1c(SCC(=O)Nc2ccc(N3CCOCC3)cc2)nc2ccccc21	10.1	3.1	-7.3	-1.0	2.6	-4.7	1.4	-11.8	-14.5
O=C(CN1c2cccc3cccc(c23)S1(=O)=O)Nc1cccc(S(=O)(=O)N2CCOCC2)c1	-0.2	1.4	-10.9	11.0	2.8	1.9	0.4	7.6	9.9
O=C(O)c1ccc(CSC2CCCCC2)cc1	-20.1	-6.1	-4.0	-5.4	0.8	-13.8	0.4	11.1	5.4
CCc1ccc(NC(=O)NCCCN2CCCC2=O)cc1	-2.8	-3.1	-2.3	0.9	0.4	0.6	0.1	2.4	-6.1
O=S(=O)(c1ccc(Oc2ccc(Br)cc2)cc1)N1CCOCC1	-4.0	-18.8	-0.2	-11.6	6.4	0.3	4.8	-9.2	19.3
O=C(c1cc(=O)c2ccccc2o1)N1CCN(c2ccccc2F)CC1	0.3	-7.8	-5.4	3.1	2.0	-13.9	1.6	3.7	-14.6
O=S(=O)(c1ccc2ccccc2c1)N1CCNCC1	-12.4	-17.4	-3.2	-2.3	0.1	-6.7	0.8	9.2	-7.8
CCOC(=O)C1=C(C)NC2=C(C(=O)CCC2)C1c1coc2ccccc2c1=O (stereo unspecified)	-5.6	-6.2	-9.0	5.0	2.1	-13.5	0.5	0.1	-16.7
Cc1cccc2c1c1ccc3c(c1n2C)C(=O)C=CC3=O	-16.1	·	-2.8	-4.2	2.0	-8.7	0.2	12.7	·
CN(C)S(=O)(=O)c1ccc(C(=O)NCc2nnc(SCC(=O)NCc3ccco3)o2)cc1	-9.7	-6.8	-4.9	-6.5	1.4	-3.1	0.6	9.6	1.2
COc1ccc(/C=C/C(=O)NC(=S)NNC(=O)c2c(-c3ccccc3)noc2C)cc1	-2.7	-9.7	10.9	0.4	2.4	-7.5	4.7	1.1	-3.6
Cc1cc(N2CCN(C(=O)c3ccco3)CC2)c2ccccc2n1	-12.4	1.6	-7.1	2.9	0.2	6.5	0.2	15.3	-8.5

Only CHO-K1 Ca ag, CHRM1 PAM and CHO-K1 Ca antag, for 2 of the compounds above:
SMILES	CHO-K1 Ca ag	CHRM1 PAM	CHO-K1 Ca antag
O=C1C(Oc2ccccc2)C(c2cccs2)N1Cc1ccc2c(c1)OCO2 (stereo unspecified)	1.3	-13.5	-19.8
O=C(COC(=O)c1nc(Cl)ccc1Cl)NNC(=O)c1cccs1	-0.1	-1.6	8.3

Additional records
SMILES	CHRM1 antagonist	OXTR potentiate	CHRM1 agonist	CHRM4 antagonist	M4 ag	CHO-K1 Ca antag	CHO-K1 Ca ag	CHRM1 PAM	CHO parental Ca
Cc1nc(-c2cccnc2)sc1C(=O)Nc1cccc(C(F)(F)F)c1	-8.2	-4.8	-6.6	-4.4	3.5	-0.2	2.5	2.3	-13.9
Cc1cccc(C(=O)OCC(=O)NC(=O)Cc2ccccc2)c1O	-17.3	-1.2	-0.2	4.8	1.1	1.8	1.0	12.6	-7.8
Cc1ccc(NC(=O)CCNC(=O)c2ccco2)cc1Cl	1.9	-5.8	-3.0	-2.5	0.9	1.5	1.2	1.6	1.2
O=C(Nc1cccc(Cl)c1)c1ccncc1	-2.5	-15.1	-2.1	-6.2	1.4	-6.0	0.5	3.0	-2.6
O=C(Nc1ccc(F)cc1)C1CCC(N2C(=O)c3ccccc3C2=O)CC1 (stereo unspecified)	-2.1	-2.9	-6.1	-0.9	0.8	-18.3	1.5	3.5	4.9
CCS(=O)(=O)N1Cc2ccccc2CC1C(=O)Nc1cccc(OC)c1 (stereo unspecified)	-8.9	-7.9	2.8	-0.8	0.8	-0.6	5.5	9.0	-15.5
O=[N+]([O-])c1cccc(S(=O)(=O)NC2CC3CCC2C3)c1 (stereo unspecified)	-4.1	-11.8	-4.9	2.6	0.1	-9.1	0.8	-0.2	-2.0
COC1=C/C(=C/c2c(O)c(C#N)c3ccccn23)C=CC1=O	-10.9	-7.8	1.6	5.5	1.5	-11.4	1.9	10.1	-10.3
CCCNC(=O)Cn1cnc2sc(C(=O)NCCN(CC)CC)c(C)c2c1=O	-26.2	-5.4	-4.2	-2.8	0.5	-3.2	0.2	7.7	3.8
CCN(CCO)Cc1csc2c(Br)cccc12	-41.4	-8.1	-3.6	-7.5	3.0	-16.4	0.9	23.1*	-13.0
CC(=O)c1c(C)n(-c2ccccc2)c2ccc(OCC(O)CN3CCOCC3)cc12 (stereo unspecified)	5.6	-2.1	-10.5	-0.5	6.2	-7.8	2.1	-1.5	-15.1
CCC(C)(C)NS(=O)(=O)c1cc(CN2C(=O)c3cccnc3C2=O)ccc1OC	-5.7	-2.3	0.2	0.5	1.4	-2.0	0.4	15.2	-4.4
COC(=O)c1ccccc1NC(=O)N1CCc2ccc(NC(=O)c3ccccn3)cc2C1	-3.4	-8.0	-3.7	1.0	4.0	-5.2	0.8	6.5	-11.1
Cc1ccc(C)c(CSC2=NN3CCCC(=O)N=C3S2)c1	-15.8	-1.1	-6.5	0.3	2.2	-11.1	0.7	13.6	-9.2
CCOC(=O)Cc1cc(=O)n2[nH]c(-c3ccc(Cl)cc3)cc2n1	2.8	0.2	-4.7	4.6	2.6	-8.1	0.6	-0.4	-12.0
O=C(NCCCn1ccnc1)/C(=C\c1cccnc1)NC(=O)c1cccc(Br)c1	-4.7	-1.5	-6.0	-2.0	0.8	-3.4	0.2	3.2	-7.8
c1ccc(Cc2ccc(OCCn3ccnc3)cc2)cc1	2.2	·	-5.2	-5.5	10.8	-3.1	6.9	-5.8	·
CC(=O)Nc1ccc(NC(=O)C2CCCCN2S(=O)(=O)c2ccc(C(C)(C)C)cc2)cc1 (stereo unspecified)	18.7	-15.4	-2.9	2.0	13.2	-3.6	7.5	-13.2	-10.0
COC(=O)c1cc(NC(=O)C(C)c2ccc(CC(C)C)cc2)ccc1O (stereo unspecified)	0.5	-27.3	4.4	-3.6	9.6	9.0	0.1	8.9	0.0
COc1cc(N)c(Cl)cc1C(=O)OCC(=O)N1c2ccccc2NC(=O)C1(C)C	5.6	-2.8	2.7	-6.4	11.0	-1.8	1.8	-7.4	-10.1
CSc1cccc(CN(C)C(=O)C2CCC(=O)N(CCCN3CCCC3=O)C2)c1 (stereo unspecified)	-0.3	1.4	-4.5	6.7	-1.3	-7.9	-0.3	0.3	-5.4
Cc1cccc(NC(=O)CCNC(=O)c2ccc(Br)cc2)c1	-3.1	2.0	-9.5	15.7	1.4	-4.0	1.3	3.0	-14.5
COc1ccccc1C(=O)Nc1ccnn1C1CCN(C/C=C/c2ccccc2)CC1	-0.5	-2.3	-4.8	-3.5	6.4	-5.2	1.8	-1.7	-16.3
COc1ccccc1Cc1c(-c2ccc(OC)c(OC)c2)nc2c(C)cc(Br)cn12	-11.1	·	-5.0	-4.4	-1.2	-5.9	-0.2	-4.9	·
O=C(CN1CCC(C(=O)c2ccc(Cl)cc2)CC1)NC1CCCC1	-5.0	-14.3	-4.3	-2.8	1.2	-19.4	2.2	7.1	-18.2
O=S(=O)(c1ccc(Br)cc1F)N1CCC(O)CC1	-18.7	·	-5.2	-4.3	1.8	-8.6	2.2	10.9	·
COc1ccccc1CNCC(=O)Nc1cc(S(=O)(=O)N2CCCCC2)ccc1C	-6.2	-6.3	-1.5	-13.1	6.8	-8.0	2.0	-5.5	-18.8
O=C(OCc1nc2ccsc2c(=O)[nH]1)c1cccc(S(=O)(=O)N2CCOCC2)c1	8.6	0.3	-2.9	7.4	0.9	18.6	-0.1	-1.8	-12.5
O=C(Nc1ccc(CN2CCOCC2)cc1)c1ccc(Cl)cc1	1.9	-1.0	-8.5	-30.3	4.0	23.2	0.7	-9.0	-15.1
Cc1ccc(-c2cc(C(=O)NCc3ccccn3)c3ccccc3n2)cc1C	21.3	-17.6	-2.2	-0.2	7.3	0.1	2.7	-8.6	-21.5
Cc1occc1C(=O)Nc1cccc(Cn2cccn2)c1	-9.6	-0.4	-4.0	2.5	1.2	-5.3	0.1	5.9	-9.0
N#Cc1nc(-c2cccc(Cl)c2)oc1N1CCC(C(N)=O)CC1	-5.8	-8.5	-4.3	-3.8	0.5	-11.0	0.2	3.2	9.7
Cc1ccc2c(c1)sc1nc(=O)n(-c3ccccc3)c(=O)n12	6.4	0.6	-2.6	0.2	0.2	4.4	-0.2	-3.9	-3.6
O=C(COC(=O)c1ccc(Br)o1)NCC1CCCCC1	-10.0	1.3	-4.6	4.8	0.1	-5.2	0.2	2.1	-13.8
Cn1cnc(S(=O)(=O)Nc2ccc(C(F)(F)F)cc2)c1	-17.3	-4.1	-4.7	-10.9	1.5	-8.4	0.3	-3.0	-4.8
CC1=C(C(=O)OCc2ccccc2)C(c2ccsc2)NC(=O)N1C (stereo unspecified)	0.8	-0.1	-1.6	-2.9	3.2	15.6	-0.1	5.5	-9.2
CN(CC(=O)Nc1ccc(Cl)c(S(=O)(=O)N2CCOCC2)c1)C(=O)c1ccc(C#N)cc1	8.3	-2.5	-5.6	12.2	2.2	-3.9	0.3	-1.4	-6.6
COc1ccc(OC)c(S(=O)(=O)n2cnc3ccccc32)c1	-14.2	0.1	-1.1	4.9	0.0	-15.0	1.1	6.3	-1.9
Cc1cccc(NC(=S)NC2CCSc3ccccc32)c1 (stereo unspecified)	20.1	-17.0	-5.3	2.0	8.2	-9.2	2.2	-13.0	30.1
Nn1c(SCc2cccc(Br)c2)nnc1-c1ccncc1	24.8	-11.2	-1.4	17.7	22.0	1.4	9.0	-5.5	-3.0
COc1cccc(CN2CCN(c3ncccn3)CC2)c1OC	-16.7	-6.8	-8.1	-13.0	1.6	-6.7	0.6	23.1	5.8
CC(C)C[C@H](NC(=O)c1nc[nH]c1C(=O)NC(c1ccccc1)c1ccccc1)C(=O)OCc1ccccc1	-6.0	-14.6	-3.5	2.1	2.2	-21.5	0.8	-1.0	-24.3
CC(C)[C@H](NS(=O)(=O)c1ccccc1)C(=O)OCC(=O)Nc1ccc2c(c1)OCO2	2.6	-11.2	-5.3	7.3	1.6	1.5	1.1	-3.2	-21.9
Cc1cccc(-n2cc(C#N)c(=O)[nH]c2=O)n1	-17.5	-7.4	-4.5	-7.3	1.4	-7.4	0.4	14.4	-2.3
Cc1cc2cc(C)c3nnc(SCC(=O)NCc4ccco4)n3c2cc1C	0.8	-1.1	-7.2	-6.1	1.5	-15.3	-0.5	5.0	-31.2
O=c1[nH]c(CN2CCN(c3ccc([N+](=O)[O-])cc3)CC2)nc2ccsc12	17.5	-16.0	-4.0	12.2	3.4	-0.9	2.8	-8.9	-5.6
